Assay outcomes as filed in PubChem BioAssay.
Mac1 fbg enh: increases human CD11b/CD18 adhesion to fibrinogen; P05107+P11215; K562 CD11b/CD18 adhesion to fibrinogen, ATPlite luminescence; activation, % at 10 µM; 93,000 compounds, 0.07% hits; AID 1499;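 active means 10 µM primary screen giving 50% or more activity, confirmed by 40% or more on retest at that dose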; further: strong numbers were not always called active; reference of the scale not given here
Target sequence (P05107 whole entry, looked up, other chains not shown): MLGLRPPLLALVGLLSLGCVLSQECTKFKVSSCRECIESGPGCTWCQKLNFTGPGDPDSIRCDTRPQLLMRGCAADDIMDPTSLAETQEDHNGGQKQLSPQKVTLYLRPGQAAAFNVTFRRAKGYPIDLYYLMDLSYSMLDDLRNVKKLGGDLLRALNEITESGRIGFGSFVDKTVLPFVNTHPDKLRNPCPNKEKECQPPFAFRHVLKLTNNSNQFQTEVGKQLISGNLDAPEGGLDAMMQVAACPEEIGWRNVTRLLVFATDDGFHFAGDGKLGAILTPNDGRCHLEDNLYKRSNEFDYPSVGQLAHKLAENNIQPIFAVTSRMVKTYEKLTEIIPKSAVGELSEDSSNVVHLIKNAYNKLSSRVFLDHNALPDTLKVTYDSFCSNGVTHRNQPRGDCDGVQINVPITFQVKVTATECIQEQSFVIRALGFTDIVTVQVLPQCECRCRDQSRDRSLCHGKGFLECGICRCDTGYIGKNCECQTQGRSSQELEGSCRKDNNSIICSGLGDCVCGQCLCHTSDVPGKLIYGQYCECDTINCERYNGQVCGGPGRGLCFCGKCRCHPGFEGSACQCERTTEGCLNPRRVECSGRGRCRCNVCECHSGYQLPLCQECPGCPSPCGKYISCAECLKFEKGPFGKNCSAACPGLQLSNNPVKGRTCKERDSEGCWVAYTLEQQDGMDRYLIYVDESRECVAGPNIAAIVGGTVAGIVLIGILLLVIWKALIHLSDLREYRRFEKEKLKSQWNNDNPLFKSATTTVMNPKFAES
CYP2C9 activ: CYP2C9 (human) activation. AID 1024. activation factor at 5 µM. 96,000 compounds, 1.4% hits. recombinant CYP2C9, luciferin-H conversion, luminescence; stronger effect = higher value; factor 1 = untreated enzyme, 0 = blocked;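 active means activation factor of 2 or more for CYP2C9 at a 5 µM dose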;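 further: 0 = sulfaphenazole-blocked wells and 1 = vehicle-only wells; values of inactives mirror those of a sister screen read the other way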
CYP2C9 inh: human CYP2C9 inhibition | P11712 | 96,000 compounds, 20% hits | AID 777 | CYP2C9 Supersomes, luciferin-H conversion, luminescence | inhibition, % at 5 µM;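 active means blocking of liver enzyme CYP2C9 beyond about 50% at 5 µM, limit read from the data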; further: values of inactives mirror those of a sister screen read the other way
CYP2C19 inh: inhibitors of human CYP2C19; P33261; CYP2C19 Supersomes, luciferin-H EGE luminescence, 30 min; inhibition, % at 5 µM; 96,000 compounds, 21% hits; AID 778;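 active means CYP2C19 inhibition above a set limit at 5 µM in the primary screen, cut at about 50% in these data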;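 further: plate controls were negative control wells for no effect and 2.5 mM tranylcypromine positive control for full effect; values of inactives mirror those of a sister screen read the other way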
Pyk2 oligo antag: Pyk2 (human) oligomerization antagonism; Q14289; 99,000 compounds, 0.83% hits; AID 1347419; Q293 cells, Pyk2 FERM NanoBiT luminescence; stronger effect = lower value; z-score (the deposit names both 25 µM and 10 µM);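 active means Z-score of -3 or lower, scaled per plate to the spread of control and sample wells; inactive means z-score above -3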;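 further: negative z-score means lost luminescence so less FERM oligomerization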
CD11b adhes inh: inhibitors of human CD11b/CD18 binding to fibrinogen | 93,000 compounds, 0.54% hits | K562 CD11b/CD18 adhesion to fibrinogen, ATPlite luminescence; Mn2+ added to activate the integrin | inhibition, % at 10 µM;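 active means primary inhibition of 50% or more at 10 µM, then 40% or more on retest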; further: some results filed as inactive read as strong as hits
MT1-MMP txn act: MT1-MMP promoter transcription activation | 86,000 compounds, 0.16% hits | activation factor at 10 µM | HT1080 MT1-MMP promoter luciferase reporter, luminescence, overnight; stronger effect = higher value;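 active means activation factor of at least 2 for MT1-MMP transcription at 10 µM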
CYP2C19 act: activators of human cytochrome P450 2C19; activation factor at 5 µM; P33261; recombinant CYP2C19, luciferin-H EGE luminescence; stronger effect = higher value; 0 = fully inhibited enzyme, 1 = untreated enzyme; 96,000 tested, under 10 active; AID 1025;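 active means activation factor of at least 2 at 5 µM in the primary screen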;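 further: 0 = wells with 2.5 mM tranylcypromine and 1 = vehicle-only wells; values of inactives mirror those of a sister screen read the other way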
PLAP act: activators of human placental alkaline phosphatase; activation fold at 20 µM; AID 696; P05187; 96,000 compounds, 1.2% hits; purified PLAP enzyme, luminescent substrate read-out; stronger effect = higher value; in the data active means activation fold above about 2
An asterisk follows results filed as active; nt = not tested or not shown.

Mac1 fbg enh | PLAP act | MT1-MMP txn act | CD11b adhes inh | CYP2C19 inh | CYP2C9 inh | Pyk2 oligo antag | CYP2C19 act | CYP2C9 activ | Compound
1.3 | 0.8 | 1.1 | 0.7 | 3.2 | 11.7 | nt | 1 | 0.9 | CN1CCC(NC(=O)c2cccs2)CC1
1.4 | 1.1 | 1.1 | -7.8 | 12.0 | 5.7 | 0.29 | 0.9 | 0.9 | CN1CCN(CC(=O)C23CC4CC(CC(C4)C2)C3)CC1
4.3 | 0.8 | 1.1 | -3.1 | 2.8 | 17.9 | 0.93 | 1 | 0.8 | Cc1nc2ccccn2c1C(=O)NCc1ccc2c(c1)OCO2
-1.5 | 1.6 | 1.3 | -13.0 | 97.3* | 91.3* | -0.36 | 0 | 0.1 | O=CNCCCc1nc2ccccc2n1Cc1cccc2ccccc12
-2.1 | 1.1 | 1.1 | -21.0 | 52.0* | 15.8 | nt | 0.5 | 0.8 | Cc1cc(C)nc(NS(=O)(=O)c2ccc(Br)s2)c1
0.5 | 0.9 | 1 | 6.3 | 17.0 | -112.7 | nt | 0.8 | 2.1* | Cc1ccc(-n2nnc3c(=O)n(CC(=O)NCc4ccco4)cnc32)cc1
-5.2 | 1.6 | 1.2 | -17.5 | 40.0 | 76.4* | -2.92 | 0.6 | 0.2 | COc1ccc(N(CC(=O)N2CCc3ccccc32)S(=O)(=O)c2c(C)n[nH]c2C)cc1
1.8 | 1.1 | 1.4 | 1.9 | 43.4 | 21.3 | nt | 0.6 | 0.8 | Cc1ccc(Nc2ccc(C(=O)O)cc2N)cc1
0.6 | 0.8 | nt | 5.6 | 44.7 | 21.5 | 0 | 0.6 | 0.8 | COc1ccc(CCNC(=O)c2ccc(Cl)cc2)cc1
-5.2 | 1.4 | 1.3 | -7.5 | 68.3* | 51.6* | 0.65 | 0.3 | 0.5 | O=S(=O)(NC1CCCc2ccccc21)c1cnc[nH]1 (centres undefined)
nt | 0.8 | 0.9 | nt | 16.4 | 22.2 | -0.35 | 0.8 | 0.8 | C/C=C/C(=O)OCC(=O)Nc1ccc(F)cc1Cl
-6.6 | 0.9 | nt | 8.6 | 6.2 | 18.5 | nt | 0.9 | 0.8 | Cc1ccc(NC(=O)c2ccc(CNc3c(N4CCOCC4)c(=O)c3=O)cc2)cc1
-1.7 | 0.9 | 1.1 | -7.5 | -12.1 | -8.8 | 1.15 | 1.1 | 1.1 | COC(=O)Nc1ccc(NC(C)=O)cc1
nt | 1.2 | nt | nt | 17.0 | -74.8 | -0.15 | 0.8 | 1.7 | Cc1ccc(C)c2sc(NC(=O)c3ccc(N4CCCCC4)c([N+](=O)[O-])c3)nc12
9.9 | 1.1 | nt | 6.5 | -19.3 | 29.0 | nt | 1.2 | 0.7 | CC1CC(C)CN(S(=O)(=O)c2ccc(C(=O)Nc3sccc3C(N)=O)cc2)C1 (centres undefined)
0.2 | 0.7 | 1 | -12.7 | 89.9* | -24.3 | -1.76 | 0.1 | 1.2 | COCCn1c(SCC(=O)Nc2ccc(Cl)cn2)nc2ccccc21
-0.4 | 1.2 | 1.3 | -4.7 | 15.7 | 52.7* | -0.18 | 0.8 | 0.5 | Cc1cccc(Nc2nc(NC(C)C)nc(Oc3ccc(=O)n(C)n3)n2)c1
-3.5 | 1 | 1.1 | 2.0 | -35.5 | 37.7 | -1.05 | 1.4 | 0.6 | COc1cc(S(=O)(=O)N2CCCCC2)ccc1NC(=O)/C=C/c1ccccc1
nt | 0.9 | 1.2 | nt | -3.3 | 4.5 | -0.12 | 1 | 1 | Cn1nnnc1SCC(=O)Nc1ccc(N2CCOCC2)cc1
-2.1 | 0.9 | 1 | -11.3 | -5.4 | 15.6 | 2.1 | 1.1 | 0.8 | COC(=O)C1=C(C)NC(=O)NC1c1cc(Cl)ccc1OC (centres undefined)
11.1 | 1.2 | 1 | -44.4 | 1.3 | 10.0 | 1.45 | 1 | 0.9 | Cc1c(C#N)c(N=CN(C)C)c(C(=O)c2ccccc2)n1-c1ccccc1
-1.9 | 1 | nt | -41.3 | 17.6 | 60.2* | -1.45 | 0.8 | 0.4 | CC(/C=N/NC(=O)c1cc(C(C)(C)C)[nH]n1)=C\c1ccccc1
0.3 | 0.9 | 1.2 | -19.0 | 20.2 | 45.3 | 0.31 | 0.8 | 0.5 | Cn1c(=O)c(NCCO)c2c3c(cccc31)C(=O)c1ccccc1-2
3.0 | 1.5 | 1.3 | -1.9 | 41.3 | -94.0 | 1.03 | 0.6 | 1.9 | CCn1c(=O)cc(SCC(=O)NCCN2CCN(Cc3ccccc3)CC2)c2ccccc21
-3.8 | 0.8 | nt | -4.6 | 91.0* | 26.0 | -1.06 | 0.1 | 0.7 | O=C1/C(=C\c2ccccc2)CCc2c1[nH]c1ccccc21
-0.1 | 0.9 | 1.1 | -8.0 | 5.5 | 4.9 | -0.04 | 0.9 | 1 | CCN(CC)CCCN1C(=O)C(O)=C(C(=O)c2cc3ccccc3o2)C1c1ccccn1 (centres undefined)
4.6 | 1.2 | nt | -7.6 | -9.3 | -16.5 | 0.57 | 1.1 | 1.2 | Cc1cccc(NC(=O)CCN2C(=O)C3C4CCC(C4)C3C2=O)c1C (centres undefined)
-4.8 | 1 | 1.1 | -0.8 | 19.2 | 1.8 | 0.04 | 0.8 | 1 | CCOC(=O)Cn1c(C)cc(=O)c2cccc(C)c21
1.3 | 0.9 | 1.1 | -16.0 | 4.3 | 32.7 | nt | 1 | 0.7 | Cc1c(C(=O)NCc2ccccc2)oc2ccc(S(=O)(=O)N3CCCC3)cc12
2.5 | 1.2 | nt | -35.9 | 34.9 | -120.5 | 0.23 | 0.7 | 2.2* | O=Cc1nc(-c2ccccc2Cl)n2ccccc12

Reformatted as tab-separated lines: entries from further up
structure	Mac1 fbg enh	PLAP act	MT1-MMP txn act	CD11b adhes inh	CYP2C19 inh	CYP2C9 inh	Pyk2 oligo antag	CYP2C19 act	CYP2C9 activ
Cc1c(C#N)c(N=CN(C)C)c(C(=O)c2ccccc2)n1-c1ccccc1	11.1	1.2	1	-44.4	1.3	10.0	1.45	1	0.9
Cc1ccc(NC(=O)c2ccc(CNc3c(N4CCOCC4)c(=O)c3=O)cc2)cc1	-6.6	0.9	nt	8.6	6.2	18.5	nt	0.9	0.8
Cc1ccc(C)c2sc(NC(=O)c3ccc(N4CCCCC4)c([N+](=O)[O-])c3)nc12	nt	1.2	nt	nt	17.0	-74.8	-0.15	0.8	1.7

Additional entries:
Mac1 fbg enh | PLAP act | MT1-MMP txn act | CD11b adhes inh | CYP2C19 inh | CYP2C9 inh | Pyk2 oligo antag | CYP2C19 act | CYP2C9 activ | Compound
-3.1 | 1.2 | nt | -1.6 | 15.3 | 9.3 | 0.81 | 0.8 | 0.9 | O=C(CCc1ccccc1)NNC(=O)COc1ccccc1
-3.1 | 1.6 | 1.4 | 2.3 | -5.7 | -8.8 | 1.3 | 1.1 | 1.1 | CCC(C)(C)NC(=O)C(c1ccc(F)cc1)N(Cc1ccco1)C(=O)c1cnccn1 (centres undefined)
0.1 | 1 | 1.4 | 5.0 | 42.8 | 35.7 | 1.09 | 0.6 | 0.6 | O=c1[nH]cnc2sc(-c3ccccc3)cc12
-3.4 | 1 | nt | 1.8 | -7.0 | -68.5 | 0.98 | 1.1 | 1.7 | O=C(NNC(=O)c1sc2cccc(Cl)c2c1Cl)Nc1ccccc1
-2.2 | 1.1 | 1 | 6.4 | 44.7 | 18.1 | 1.14 | 0.6 | 0.8 | NS(=O)(=O)c1ccc(NC(=O)CSc2ccccn2)cc1
-0.3 | 1 | 1.1 | 1.8 | 17.5 | 22.0 | 1.97 | 0.8 | 0.8 | COc1ccc(NC(=O)C2CCCN(S(=O)(=O)c3c(C)n[nH]c3C)C2)cc1 (centres undefined)
nt | 1 | nt | nt | 32.1 | 40.0 | nt | 0.7 | 0.6 | CCCn1nc2cc(C(=O)NCc3ccc4c(c3)OCO4)ccc2c1OCC
-5.1 | 1.2 | 1.1 | -11.3 | 69.5* | 3.7 | -0.64 | 0.3 | 1 | COC(=O)c1cc(-c2cccc(OC)c2)n[nH]1
nt | 1.5 | nt | nt | 10.3 | 40.0 | 1.06 | 0.9 | 0.6 | O=C(NCCC1=CCCCC1)C1CCN(C(=O)c2ccc(Cl)cc2)CC1
nt | 1.4 | nt | nt | 72.2* | 89.1* | -1.63 | 0.3 | 0.1 | CS(=O)(=O)Nc1cccc(C2=NN(S(=O)(=O)c3ccccc3)C(c3cccs3)C2)c1 (centres undefined)
-1.9 | 0.8 | 1.1 | -12.2 | 19.4 | 19.1 | 2.22 | 0.8 | 0.8 | CCOC(=O)Cn1c(=N)n(Cc2ccccc2F)c2ccccc21
-2.1 | 1 | 1.2 | -18.5 | -9.4 | 9.9 | -1.08 | 1.1 | 0.9 | CCc1cc2c(SCC(=O)c3cccs3)ncnc2s1
-0.2 | 0.9 | 1 | 7.3 | 1.0 | -1.7 | 0.2 | 1 | 1 | Cn1c(C(C#N)C(=O)Cc2cccc3ccccc23)nc2ccccc21 (centres undefined)
11.6 | 0.9 | 1.2 | -13.9 | 17.3 | -17.4 | -1.06 | 0.8 | 1.2 | COc1ccccc1Cc1noc(COc2cccc(C)c2C)n1
-2.7 | 1.1 | 1.1 | 2.1 | -18.9 | -15.9 | 0.97 | 1.2 | 1.2 | O=C(Cc1c(F)cccc1Cl)N1CCCC1
nt | 1.5 | nt | nt | -4.4 | -3.4 | -0.06 | 1 | 1 | CCCCC(=O)Nc1ccc(C(=O)NNC(=O)c2ccco2)cc1
-2.9 | 1.1 | nt | -1.5 | 33.3 | 25.8 | 1.47 | 0.7 | 0.7 | CCOC(=O)c1c(C)nc2c(c1-c1cc(OC)c(OC)c(OC)c1)C(=O)c1ccccc1-2
-2.7 | 1 | 1 | -22.8 | 32.0 | 9.7 | nt | 0.7 | 0.9 | CC(=O)Nc1ccc(S(=O)(=O)NC(CC(=O)NC2CCCCC2C)C(C)C)cc1 (centres undefined)
-0.4 | 0.8 | nt | -7.0 | -12.7 | -1.5 | 0.34 | 1.1 | 1 | COc1cc(NC(=O)c2ccco2)ccc1NC(=O)C(C)C
0.1 | 1.2 | nt | 17.2 | -10.2 | -13.5 | 0.62 | 1.1 | 1.1 | COc1ccc(/C=N\NC(=O)CCN2CCN(c3ccccc3)CC2)cc1OC
5.2 | 1.5 | 1.1 | -23.9 | 6.4 | 26.0 | -1.29 | 0.9 | 0.7 | Cc1cc(C)n(-c2nc3ccccc3nc2N2CCN(C(=O)c3ccccc3)CC2)n1
-0.2 | 1.6 | 0.8 | -0.9 | -2.8 | 1.0 | 0.2 | 1 | 1 | FC(F)(F)C12CC(c3ccccc3)=NCCN1CCN2 (centres undefined)
39.4 | 1.1 | 1.1 | 4.0 | -2.4 | 3.6 | nt | 1 | 1 | CCN(CC)c1ccc2cc(C(=O)Nc3ccc(-n4cnnn4)c(OC)c3)c(=O)oc2c1
0.3 | 1 | nt | -10.3 | 27.7 | -31.3 | nt | 0.7 | 1.3 | COc1cccc2c(=O)n(CC(=O)N3CCC(C)CC3)ccc12
nt | 1 | 1.1 | nt | 4.1 | 13.6 | 1.29 | 1 | 0.9 | CCOc1nc(N2CCCCC2)nc(-n2cc(-c3ccccc3)nn2)n1
1.7 | 1.3 | nt | -2.9 | 84.2* | 94.0* | 2.07 | 0.2 | 0.1 | Cc1ccc(N(C(=O)Cc2c[nH]c3ccccc23)C(C(=O)NC2CCCCC2)c2ccco2)cc1 (centres undefined)
-3.7 | 0.8 | 1.1 | -10.5 | 2.3 | 16.7 | nt | 1 | 0.8 | O=C1c2ccccc2C(=O)N1CCN1CCOCC1

Compounds were not picked by outcome; any-hit rate near 31%.
